# High-throughput results from PubChem.
# MIN6 prolif: inducers of MIN6 beta-cell proliferation, primary screen, ATP luminescence, uHTS; MIN6 cells proliferation, ATPlite luminescence, 48 h; cells starved in 0.2% serum; 100% = growth in 10% serum; proliferation, % at 10 µM; actives 0.29% (n = 330,000);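 active means compounds whose signal lies at least 3.5 SD above the mean of all wells on their plate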;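 further: 0% = DMSO-treated cells in low-serum medium and 100% = 10% serum control; some compounds called inactive have numbers as strong as hits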
# NLRP3 yeast inh: NALP3 inflammasome inhibitors in reconstituted yeast, primary screen, luminescence, uHTS | Yeast reconstituted NLRP3/ASC/caspase-1, beta-gal luminescence, 24 h | inhibition, % at 10 µM | actives 0.39% (n = 330,000) | AID 2825, 2010;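 active means inhibition of 50% or more; inactive means inhibition below 50%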;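 further: plate controls were induced DMSO wells for no effect and uninduced yeast grown without galactose for full effect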
# APOBEC3G inh: APOBEC3G DNA deaminase inhibitors, primary screen, biochemical, fluorescence, single-stranded DNA substrate, uHTS; DNA dC->dU-editing enzyme APOBEC-3G (Homo sapiens), Q9HC16; recombinant A3G, ssDNA deamination FAM/TAMRA fluorescence; inhibition, % at 20 µM; actives 0.28% (n = 330,000); AID 493012, 2011;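 active means inhibition of at least 40% at 20 µM, with no more than 30% in the related APOBEC3A deaminase screen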;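 further: plate controls were DMSO wells with A3G for no effect and wells lacking A3G enzyme for full effect; some compounds called inactive have numbers as strong as hits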
# Target sequence (Q9HC16 whole entry, looked up): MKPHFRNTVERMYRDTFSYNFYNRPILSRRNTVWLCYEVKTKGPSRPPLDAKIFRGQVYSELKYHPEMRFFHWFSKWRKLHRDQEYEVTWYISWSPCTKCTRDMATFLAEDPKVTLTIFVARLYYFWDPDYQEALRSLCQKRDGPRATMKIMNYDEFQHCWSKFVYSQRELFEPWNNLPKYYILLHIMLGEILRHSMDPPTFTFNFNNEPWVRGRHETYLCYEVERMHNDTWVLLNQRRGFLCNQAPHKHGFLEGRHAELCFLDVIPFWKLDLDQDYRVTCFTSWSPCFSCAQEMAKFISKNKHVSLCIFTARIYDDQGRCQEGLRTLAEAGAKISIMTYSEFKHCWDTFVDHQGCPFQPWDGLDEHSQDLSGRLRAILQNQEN
# SENP1 FRET inh: human SENP1 catalytic domain inhibitors, primary screen, biochemical, FRET, uHTS; recombinant SENP1 catalytic domain, CyPet-SUMO1-YPet FRET cleavage; inhibition, % at 10 µM; AID 624204, 2012; actives 0.21% (n = 360,000); Sentrin-specific protease 1 (Homo sapiens), Q9P0U3;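 active means inhibition at least 30% at 10 µM, raw YFP signal under a set limit, fluorescence ratio 0.5 to 1.5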;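 further: 0% = enzyme with DMSO and 100% = no enzyme wells; some results filed as inactive read as strong as hits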
# Target sequence (Q9P0U3 419-644 limits assumed): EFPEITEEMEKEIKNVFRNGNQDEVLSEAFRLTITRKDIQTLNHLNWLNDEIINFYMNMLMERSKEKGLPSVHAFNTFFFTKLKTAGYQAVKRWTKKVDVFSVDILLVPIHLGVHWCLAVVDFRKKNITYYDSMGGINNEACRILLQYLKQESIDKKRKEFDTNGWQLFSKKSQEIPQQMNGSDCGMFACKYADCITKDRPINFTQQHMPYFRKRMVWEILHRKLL
#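 Material: hSENP1 catalytic domain, recombinant; medium: Tris pH 8 with BME, BSA, NP40 and catalase; compound: single concentration of 10 µM compound, 0.5% DMSO final; technique: FRET read of cyan and yellow fluorescence; timing: 50 min enzyme reaction, room temperature, light-protected; reagent: SFCypet-SUMO1-SFYpet substrate at 25 nM; control set: no-enzyme low, enzyme-DMSO high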
# hIAP activ: human IAP activators, primary screen, biochemical, luminescence, uHTS | Intestinal-type alkaline phosphatase (Homo sapiens), P09923 | purified human IAP, CDP-Star luminescence, 30 min; active compounds read high; 1 = vehicle-only enzyme, 0 = enzyme-free background | activation factor at 10 µM | actives 0.16% (n = 330,000);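 active means activation factor of the enzyme at least 2-fold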; further: the source names both 10 and 20 µM as test concentration; values of inactives mirror those of a sister screen read the other way
# hIAP block: human IAP inhibitors, primary screen, biochemical, luminescence, uHTS; Intestinal-type alkaline phosphatase (Homo sapiens), P09923; purified IAP, CDP-Star luminescence, 30 min; inhibition, % at 10 µM; actives 0.12% (n = 330,000); AID 2544, 2010;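 active means inhibition reaching a set limit with compound at 10 µM in the primary screen, cut at about 35% in these data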;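 further: plate controls were DMSO wells with enzyme for no effect and no-enzyme buffer wells for full effect; values of inactives mirror those of a sister screen read the other way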
# mIAP inh: inhibitors of mouse IAP, primary screen, biochemical, luminescence, uHTS. purified mouse IAP, CDP-Star luminescence, 30 min. intestinal alkaline phosphatase [Mus musculus]. inhibition, % at 10 µM. actives 0.2% (n = 330,000);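 active means inhibition of at least 40% at 10 µM in the primary screen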;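 further: plate controls were DMSO with enzyme for no effect and no enzyme wells for full effect; values of inactives mirror those of a sister screen read the other way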
# APOBEC3A inh: APOBEC3A ssDNA deaminase inhibitors, primary screen, selectivity assay for APOBEC3G inhibitor project, biochemical, FAM/TAMRA oligo cleavage fluorescence | DNA dC->dU-editing enzyme APOBEC-3A (Homo sapiens), P31941 | recombinant A3A, FAM/TAMRA ssDNA deamination fluorescence | inhibition, % at 20 µM | actives 0.41% (n = 330,000) | AID 493011, 2011;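 active means at least 40% inhibition at 20 µM here, with at most 30% in a related deaminase screen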;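 further: plate controls were A3A with DMSO for no effect and wells lacking A3A enzyme for full effect; some results filed as inactive read as strong as hits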
# Target sequence (P31941 whole entry, looked up): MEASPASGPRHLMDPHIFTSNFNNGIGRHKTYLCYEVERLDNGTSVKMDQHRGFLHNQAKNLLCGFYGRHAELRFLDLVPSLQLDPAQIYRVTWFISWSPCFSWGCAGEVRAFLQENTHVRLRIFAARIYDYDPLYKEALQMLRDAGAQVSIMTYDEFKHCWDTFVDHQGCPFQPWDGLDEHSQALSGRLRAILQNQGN
# mIAP act: activators of mouse IAP, primary screen, biochemical, luminescence, uHTS; intestinal alkaline phosphatase [Mus musculus]; muIAP, CDP-Star luminescence, 30 min; active compounds read high; 1 = vehicle-only enzyme signal, 0 = enzyme-free wells; activation factor at 10 µM; actives 0.24% (n = 330,000); AID 2805, 2010;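 active means activation factor of at least 2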; further: the source names both 10 and 20 µM as test concentration; values of inactives mirror those of a sister screen read the other way
#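 also added = chemiluminescent substrate CDP-Star | test system = mouse IAP enzyme | signal = chemiluminescence readout | compound = DMSO-dissolved test compounds | incubation = 30 min at room temperature | benchmarks = DMSO wells, no-enzyme wells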
# Numbers without * were called inactive; / = no result given.
Compound,MIN6 prolif,NLRP3 yeast inh,APOBEC3G inh,SENP1 FRET inh,hIAP activ,hIAP block,mIAP inh,APOBEC3A inh,mIAP act
O=C(NCc1cccnc1)c1cc(C(=O)C2CC2)c[nH]1,3,2,-9,1,1.1,-10,-3,-3,1
CCN(CC)c1ccc(NC(=O)CN2CCN(CC(=O)Nc3ccccc3F)CC2)cc1,-2,20,-7,2,0.98,2,-6,-4,1.1
CCCCN(C(=O)Cn1ncc(Cl)c(Cl)c1=O)c1c(N)n(CC(C)C)c(=O)[nH]c1=O,-6,-1,12,-14,1.1,-6,-1,21,1
CCn1ncc(/C=C/C(=O)C2CC2)c1C,0,15,-5,3,1,-5,4,0,0.96
COC(=O)[C@@H](N)Cc1ccc(O)cc1,0,8,-9,/,1.2,-20,-5,-1,1.1
O=C(COC(=O)Cc1n[nH]c(=O)c2ccccc12)NNC(=O)c1ccc(Cl)cc1,1,35,-7,2,0.99,1,16,-4,0.84
Cc1cc(=O)oc2cc(NC(=O)c3ccccc3OC(F)F)ccc12,-1,25,-6,-3,0.97,3,-5,-2,1
COC(=O)C(Cc1c[nH]c2ccccc12)NC(=O)C(=O)c1c[nH]c2ccccc12 (stereo not given),-3,16,-9,0,1.4,-37,18,-9,0.82
Cc1ccc2c(c1)C(c1ccc(O)cc1)(c1ccc(O)cc1)C(=O)N2C,-1,14,-7,3,1.1,-9,-2,-2,1
O=C(c1cc2ccccc2o1)N1CCN(Cc2ccc3c(c2)OCO3)CC1,-4,27,0,0,0.87,13,-4,23,1
CCOC(=O)C1=C(C)N=c2s/c(=C/c3ccc(OCC(=O)O)cc3)c(=O)n2C1c1ccc(F)cc1 (stereo not given),-6,1,-7,-21,0.84,16,8,-1,0.92
CC(C)(C)NC(=O)C1CCCN(S(=O)(=O)c2cccc3cccnc23)C1 (stereo not given),-3,18,3,-1,0.92,8,11,-2,0.89
COC(=O)c1cccc(N/C=C(\[N+](=O)[O-])S(=O)(=O)c2ccccc2)c1,1,14,-7,0,0.84,16,-1,-3,1
NC(=O)c1cccn1-c1ncc(C(F)(F)F)cc1Cl,0,19,2,3,1.1,-12,-19,0,1.2
COc1ccc(NC(=O)CSc2nnc(-c3ccoc3C)n2CCc2ccccc2)cc1,-2,6,-3,2,1.1,-15,-7,-2,1.1
O=C(CCNC(=O)c1ccc(Br)cc1)Nc1cc(Cl)ccc1-n1cncn1,-2,11,-7,-2,1,-2,-2,0,1
Cc1ccccc1-n1c(SCC(=O)N/N=C/C=C/c2ccccc2[N+](=O)[O-])nc2ccccc2c1=O,-4,0,-5,3,0.97,3,-2,-5,1
COc1ccc(-c2nc3ccccn3c2C=O)cc1,-1,40,-4,-2,0.81,19,-3,-1,1
Cc1ccc2nc(SCC(=O)Nc3cccc([N+](=O)[O-])c3)[nH]c2c1,-5,21,-6,1,1.3,-26,17,-1,0.83
Cc1ccc(NC(=O)CSCC(=O)Nc2ccc(N3CCOCC3)c(Cl)c2)cc1,-4,14,-3,1,0.96,4,-2,0,1
CCCNC(=O)/C(C#N)=C1\N=C(NC(=O)c2cccs2)c2ccccc21,-4,17,-1,-36,1.3,-28,15,-3,0.85
CC(C)(C)NS(=O)(=O)c1ccc(-c2csnn2)s1,0,3,-3,0,0.91,9,-11,2,1.1
COC(=O)C1C(=O)c2c(n[nH]c2C)CC1(C)C (stereo not given),-1,11,-7,4,0.9,10,5,-3,0.95
C/C(=N\c1nc2ccccc2n1C)c1cc(Cl)ccc1O,5,14,1,-3,1.1,-9,-2,1,1
CC(=O)S[C@@H]1CC2=CC(=O)CC[C@]2(C)[C@H]2CC[C@@]3(C)[C@@H](CC[C@@]34CCC(=O)O4)[C@H]12,0,20,2,0,1,-2,-2,7,1
Cc1cccc(CSc2nnc(-c3cccs3)n2Cc2ccco2)c1,-1,-20,-7,2,0.86,14,-3,-2,1
O=C1CC2CS(=O)(=O)CC2N1c1ccc(Cl)cc1Cl (stereo not given),0,2,-4,2,0.94,6,8,-2,0.92
Cc1ccc(CSCCNS(=O)(=O)c2ccc([N+](=O)[O-])cc2)cc1,-4,30,-1,0,0.9,10,16,0,0.84
O=C(CNC(=O)c1cc(S(=O)(=O)N2CCCCC2)ccc1N1CCOCC1)Nc1ccc(F)c(F)c1,-3,18,-6,0,0.89,12,5,0,0.95
CC1(C)CC(=O)C2=C(C1)OC1=C(C(=O)CC(C)(C)C1)C2c1ccc(O)cc1O,-6,56*,2,-156,0.88,12,6,3,0.94
CC(C)[C@H](NC(=O)[C@@H]1Cc2ccccc2CN1)C(=O)NC1CCCCC1,-5,11,1,0,0.97,3,7,3,0.93
Cc1ccc(CN(c2ccc(C(=O)N3CCCC3)cc2)S(C)(=O)=O)cc1,-5,12,1,1,1.1,-13,14,1,0.86
O=C(NCCNc1ccc([N+](=O)[O-])cc1)c1cccc2c(Br)cccc12,-4,-5,-7,-4,0.95,5,13,0,0.87
NC(=O)CCn1c(C(=O)c2cccc([N+](=O)[O-])c2)c2ccccc2[n+]1[O-],-1,0,-5,-1,1.1,-6,-1,-3,1
CCOC(Cn1c(SCc2cc(C(C)=O)ccc2OC)nc2ccccc2c1=O)OCC,-2,7,-3,0,0.9,10,2,4,0.98
COc1cc(C(=O)Sc2ccc(C)cc2)cc(OC)c1OC,-3,-7,-2,1,1.2,-18,12,-3,0.88
Cc1cc(NC(=O)Nc2cccc3ccccc23)no1,-1,24,-4,-1,1.1,-13,-21,-3,1.2
O=C(Cn1cc(SCc2ccc(Cl)cc2)c2ccccc21)N1CCOCC1,-4,-12,-6,-1,1.1,-6,-9,-3,1.1
O=C1CCCC(O)=C1C=Nc1cccc(C(F)(F)F)c1,-2,7,-2,-5,1.1,-5,-4,1,1
CCOC(=O)N1CCC(NC(=O)C2CCCN(Cc3nc(-c4cccc(Cl)c4)oc3C)C2)CC1 (stereo not given),-7,15,4,3,0.85,15,2,0,0.98
COc1ccccc1C(=O)O/N=C(/c1ccncc1)c1ccc([N+](=O)[O-])cc1,1,1,-7,3,1.1,-7,-4,-5,1
O=[N+]([O-])c1cccc(N(CC(O)CN2CCCCC2)S(=O)(=O)c2ccccc2)c1 (stereo not given),1,11,-8,-1,0.87,13,6,-6,0.94
CC(=O)Oc1ccc(-c2cccc(C(=O)NCCCO)c2)cc1,2,14,0,3,0.99,1,2,3,0.98
Cc1nn(-c2ccc(F)cc2)c(Cl)c1C(=O)NCC1CCCO1 (stereo not given),5,25,-9,2,0.95,5,-4,-6,1
COc1ccc(CCNC(=O)CNCC(c2ccccc2)N(C)C)cc1OC (stereo not given),-3,10,-9,2,1.3,-27,7,-2,0.93
CCc1c(C)sc2nc3c(C(=O)N4CCOCC4)cc(C(=O)c4ccccc4O)cn3c(=O)c12,-2,14,-8,3,0.94,6,5,4,0.95
CCN1C(=O)/C(=C2\SC(=S)N(NC(=O)c3ccccc3O)C2=O)c2ccccc21,-1,12,-5,3,1.8,-75,51*,-11,0.49
CC1(C)Oc2ccc(C(=O)NC3CCCC3)cc2N(CC(=O)N2CCOCC2)C1=O,2,4,-7,5,0.98,2,8,-3,0.92
O=C(CSCCc1ccccn1)Nc1cccnc1,0,5,-1,1,1,0,-8,2,1.1
Cc1ccc(CSc2ncccc2C(=O)O)cc1,1,9,-8,2,0.85,15,3,-4,0.97
COC(=O)CCc1sc(Nc2ccc(Br)cc2)nc1-c1ccc(OC)cc1,0,21,-1,-68,1,-3,9,-2,0.91
CCOc1ccccc1CN1CCC(n2nccc2NC(=O)C2CCCC2)CC1,8,14,-5,1,1.6,-57,-12,-3,1.1
COCc1cc(C)nc(OCC(=O)N/N=C/c2ccco2)c1C#N,-2,8,-5,-1,1,-3,-1,6,1
CCOc1cc(C)c(Cl)cc1S(=O)(=O)NCc1ccco1,-2,15,-3,1,0.98,2,3,-3,0.97
O=C(Nc1ccccc1N1CCCC1)c1ccc2c(c1)OCO2,0,23,-6,-2,1,0,0,-1,0.99
C/C(=N\NC(=O)c1ccc2c(c1)OCO2)c1ccc(O)cc1,-1,6,-3,2,0.87,13,-14,0,1.1
Cc1ccc(C(O)(CNCc2ccccc2)c2ccccc2)cc1 (stereo not given),0,39,-4,1,1.2,-21,0,-1,1
CCOC(=O)C1=C(SCC(=O)Nc2ccccc2)NC(=O)C(C#N)C12CCCCC2 (stereo not given),0,-1,0,1,1,-5,4,3,0.96
C/C(=N\OC(=O)c1ccc(OC(C)C)cc1)c1ccc(C)c(C)c1,-3,7,-5,1,1.1,-6,2,0,0.98
c1cncc(-c2ccc3ncnc(NCc4cccs4)c3c2)c1,-1,6,-1,1,0.9,10,4,1,0.96

# (cont.)
Compound,MIN6 prolif,NLRP3 yeast inh,APOBEC3G inh,SENP1 FRET inh,hIAP activ,hIAP block,mIAP inh,APOBEC3A inh,mIAP act
O=S(=O)(c1cc(Cl)ccc1Cl)N1CCNCC1,-3,7,-1,2,1,-2,1,-1,0.99
Cc1ccc(C(=O)N/C(=C\c2ccco2)C(=O)N2CC(C)OC(C)C2)cc1C (stereo not given),2,23,-2,-16,1,-2,-1,0,1
O=C(OCC(=O)N1CCN(C(=O)c2ccco2)CC1)c1ccc(S(=O)(=O)N2CCCCC2)cc1,-2,-12,-6,-1,0.94,6,4,2,0.96
CCC1CCCCN1C(=O)CSc1nnc(-c2c[nH]c3ccccc23)o1 (stereo not given),1,0,-9,2,1,-4,-12,-5,1.1
COc1ccc(CC(NC(C)=O)C(=O)NC2CCN(S(=O)(=O)c3ccccc3)CC2)c(OC)c1 (stereo not given),1,3,-3,-1,1.1,-10,2,-2,0.98
C=CCn1c(C)cc(C(=O)Cn2nc(C(=O)O)c3ccccc3c2=O)c1C,0,26,-18,1,1,-3,-6,-6,1.1
CCCn1cc(NC(=O)c2cc(-c3ccccc3)on2)cn1,-1,47,1,2,1.1,-14,1,4,0.99

# An excerpt. The share of hits here may be higher or lower than overall.
